Screening data deposited in PubChem BioAssay by several laboratories.
HSF1 inhib: HSF1 inhibition | NIH3T3-HGL HSE-luciferase, MG132-induced, luminescence 8 h; hits give low values | activity change, negative = inhibition, % at 7.5 µM (by protocol) | hit rate 0.77% among 300,000;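 active means more than half of replicate wells show activity change below -50%, luminescence cut by over half; inconclusive means some wells, but at most half, below -50%; inactive means no replicate well below -50%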;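 further: luciferase reports HSF-1 transcriptional activity via heat shock element; 0% = median of DMSO wells and -100% = zero luminescence signal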
KLF5 inh: kruppel-like factor 5 inhibition. DLD-1 KLF5 promoter-luciferase reporter, luminescence. inhibition, % at 5 µM. hit rate 0.23% among 290,000;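 active means inhibition above a per-plate limit of that plate's mean compound inhibition plus 3 SD, cut at about 60% in these data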;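 further: 0% = DMSO wells and 100% = LY294002 at 200 µM; higher means less KLF5 promoter-driven luciferase light; inactives centre near -14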
SKKanGAS inh: inhibitors of SKKanGAS S. pyogenes growth in kanamycin (SK-promoter or general growth effect); inhibition, % at 7.5 µM; BacTiter-Glo, 6 h; hit rate 1.3% among 300,000; AID 1662;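 active means mean replicate score, as percent of positive control median, at least 50; inconclusive means mean below 50 but one replicate at or above 50; inactive means mean and every replicate below 50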;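 further: strain carries kanamycin resistance gene driven by streptokinase promoter and grows in 40 µg/ml kanamycin; loss of luminescence reflects streptokinase promoter inhibition or plain growth inhibition; 0% = median of DMSO wells and 100% = positive control at its reference dose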
HSP90 inh: inhibitors of HSP90 luciferase refolding in rabbit reticulocyte lysate; luciferase refolding luminescence, 3 h; inhibition, % at 5.6 µM; hit rate 0.91% among 290,000; AID 1789;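 active means inhibition above the screen-wide mean plus 3 SD, computed separately per campaign, cut at about 16% in these data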;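 further: 0% = DMSO wells and 100% = 60 µM geldanamycin wells; inhibitors lower the luminescence because luciferase stays unfolded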
HSF1 activator: increases HSF-1 driven luciferase reporter signal; NIH3T3-HGL HSF-1 luciferase reporter, MG132, 8 h; 100% = twice DMSO control signal; activation, % at 9 µM; hit rate 1.7% among 300,000;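 active means mean replicate activation of at least 50% with a set share of replicates each reaching 50%; inconclusive means only one of those two conditions met; inactive means mean below 50% and too few replicates reaching it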;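 further: 0% = median of the neutral control wells and 100% = twice that signal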
aSyn UTR inh: MLPCN primary screen, SNCA 5' untranslated region; hit rate 0.82% among 300,000; alpha-synuclein 5'UTR reporter, inhibitor activity; AID 1813; inhibition, % (tested at 7.5 µM); in the data active means inhibition above about 60%; inconclusive means no clear call, values can overlap the other calls;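 further: H4 neuroglioblastoma cells stably carrying SNCA 5'UTR luciferase fusion; 0% = DMSO wells and 100% = positive control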
HIF activator: HIF pathway transcriptional activation; activation, % at 7.5 µM (by protocol); AID 1910; hit rate 0.32% among 300,000; U2OS HRE-luciferase reporter, luminescence; normalized: DMSO 0%, desferrioxamine 100%;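 active means mean activation of at least 10% of the iron chelator positive control signal, with at least half of replicates also reaching 10%; inconclusive means mean and replicate majority disagree about reaching 10%; inactive means mean and most replicates under 10%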
IEC-6 tox: kills IEC-6 intestinal cells in KLF5 counter-screen. IEC-6 cytotoxicity, luminescence viability. inhibition, % at 5 µM. hit rate 0.78% among 290,000. AID 1825; in the data active means inhibition above about 22%;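 further: 0% = plate median of test compound wells and 100% = cytotoxic reference compound wells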
Platelet DG rel: platelet dense granule release activity; hit rate 0.22% among 300,000; human platelet-rich plasma, SFLLRN dense granule ATP release, luminescence; AID 1663; inhibition, %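 (compounds screened at 7.5 µM in platelet-rich plasma)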;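 active means mean replicate score, as percent of positive control, at or above 50; inconclusive means mean below 50 but at least one replicate at or above 50; inactive means mean and every replicate below 50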
AI-2 QS modul: modulators of Vibrio harveyi AI-2 quorum sensing system; Vibrio harveyi JMH597 AI-2 luminescence/OD600 ratio, 9 h; hits give low values; strain lacks LuxN and CqsS sensors; 0 = neutral-control median; activity change, % at 7.5 µM; hit rate 0.4% among 300,000; in the data active means activity change below about -75%, passing the limit was not always enough; inconclusive means no clear call, values can overlap the other calls;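 further: luminescence divided by OD600 gain over 9 h not by final OD600 alone; inactives centre near 13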
Numbers without * were called inactive; u = inconclusive; x = no result given; & = joins results of further samples.

canonical_smiles	HSF1 activator	HSP90 inh	Platelet DG rel	HSF1 inhib	HIF activator	KLF5 inh	SKKanGAS inh	IEC-6 tox	aSyn UTR inh	AI-2 QS modul
CC(=O)C1C(c2ccc3ncccc3c2)NC(=O)NC1(O)C(F)(F)F (centres undefined)	x	8	-3	x	x	1	1	4	x	26
COc1ccc(/C=C2\SC(c3ccc(C)cc3)=NC2=O)cc1OC	14	2	1	-7	x	-14	-1	1	-20	13
O=C(COC(=O)c1ccc(Cl)nc1)NC(=O)c1ccc(OC(F)F)cc1	32	x	-2	2	0.0	x	12	x	0	31
CC(Sc1nnc(COc2ccccc2)n1Cc1ccccc1)C(=O)O (centres undefined)	-4	0	-7	0	1.2	-8	6	-5	13	11
O=C1CSC(c2ccccc2O)N1Cc1ccccc1 (centres undefined)	28	0	4	-4	-0.7	-23	6	1	12	13
Cn1c(=O)c2c(nc(Sc3n[nH]c(N)n3)n2Cc2ccccc2Cl)n(C)c1=O	1	2	4	1	-0.1	-13	5	-2	-1	20
Cc1cc(C)nc(SCc2ccc([N+](=O)[O-])cc2)n1	39	0	-3	9	-0.9	-10	x	-3	32	11
COc1ccc(-c2[nH]ncc2CN2CCN(C(=O)c3ccco3)CC2)cc1F	2	-4	-1	-7	-0.2	-27	-2	-8	30	41
O=C1NC2(O)C(=O)c3ccccc3C2(O)N1 (centres undefined)	-48	3	0	u	0.1	5	-7	-4	-15	40
N#Cc1ccsc1NC(=O)CSc1nnc(-c2ccccc2)o1	56*	0	-3	52	0.2	-26	0	2	-19	42
Cc1cc(NC(=O)CCC(=O)N(CC(=O)NC2CCCC2)c2ccc(Cl)c(Cl)c2)no1	8	1	-1	5	-0.7	-10	2	-4	10	18
Cc1ccc(Cl)cc1NC(=O)CSc1nncn1-c1ccccn1	8	5	2	4	0.5	9	-7	7	8	-2
COc1ccc(N2CCN(S(=O)(=O)c3ccc4c(c3)CC(C)N4C(=O)C3CC3)CC2)cc1 (centres undefined)	-4	-1	-19	-3	-0.2	0	15	3	4	21
CCn1c(CNC(=O)c2ccc(OC)cc2)nnc1SCC(=O)c1ccccc1	31	0	-16	16	-0.3	-7	5	-2	2	24
COc1cccc(OC)c1NC(=O)CN1CCC(NC(=O)c2cccc(F)c2)CC1	-22	3	29	-5	0.0	-3	0	-1	20	24
COc1ccc(C(=O)NNC(=O)Nc2ccc(Cl)cc2)cc1	7	-3	8	-10	-0.3	-17	-6	2	23	10
O=C(COC(=O)C1CC(=O)N(Cc2ccccc2)C1)c1ccc(Br)cc1 (centres undefined)	-3	1	-7	4	-0.4	-16	-2	-5	2	18
Cc1ccc(NC(=O)Cn2c(=O)cnc3ccccc32)cc1S(=O)(=O)N(C)C	-3	5	4	-1	0.0	5	-3	25*	21	4
COc1ccc(S(=O)(=O)N2CCN(C3CCCCCCC3)CC2)cc1	-10	2&-1	2	1	-0.2	-11&-14	3	1&-2	8	9
CN(CCCC(=O)O)S(=O)(=O)c1ccc2c(c1)C(=O)c1cc(S(=O)(=O)N(C)CCCC(=O)O)ccc1-2	-16	-4	-6	5	-0.8	-14	-3	7	3	8
CC(C)(C)c1cc(NC(=O)CCl)n(-c2ccccc2)n1	-21	1	16	-21	1.9	2	-1	-8	-60	3
CCOCCCNC1=C(Cl)C(=O)c2ccccc2C1=O	21	6	3	14	-0.3	18	-5	17	-32	21
Cc1noc(/C=C/N(C)C)c1S(=O)(=O)N(C)Cc1ccc(F)cc1	-52	6	-3	-38	0.2	-14	22	-3	-17	15
NC(N)=NS(=O)(=O)c1ccc(NC(=S)NC(=O)/C=C/c2ccc(F)cc2)cc1	3	-2	1	-5	-0.4	-19	0	-3	9	3
COc1cc(N2CCCC2)c(OC)cc1/C=C(/C#N)c1cccc(Br)c1	1	-2	-1	0	0.4	-3	4	-2	-23	28
O=C(CCNC(=O)c1ccc(Br)o1)NCc1ccc(Cl)cc1	-25	3	-2	-9	0.1	5	4	4	-13	27
CNC(=O)COC(=O)c1ccc2c(c1)S(=O)(=O)c1ccccc1C2=O	-7	1	-3	-6	-0.6	-10	0	1	12	18
COc1ccc(-n2[nH]c(C)cc2=O)cc1	-4	17*	4	-2	-0.5	-6	3	2	-20	12
Cc1ccc(NC(=O)CS(=O)CC(=O)N(CC(=O)NC2CCCC2)c2cccc(C)c2C)cc1 (centres undefined)	-4	-3	-4	-2	-0.4	-21	-5	-4	11	4
O=C(CCl)N1N=C(c2ccco2)CC1c1ccco1 (centres undefined)	11	2	-1	0	-0.3	-17	3	1	-1	9
CC(C)OC(=O)/C(=C/c1cccnc1)NC(=O)c1ccccc1	9	-2	-1	-8	0.2	0	1	0	12	2
COc1cc(NC(=O)NCC2CCN(Cc3ccccc3Cl)CC2)cc(OC)c1OC	21	-4	-8	9	-15	-44	0	-3	-11	16
O=C(Cc1ccccc1)NCC(=O)N1CCCCC1	-27	-1	-2	-3	0.0	-11	-2	-3	-30	6
CCCCCCCc1c(C)nc(N2CCOCC2)[nH]c1=O	-5	0	9	-6	0.0	-23	-3	5	-2	40
COc1ccc2c(c1)C(c1ccc(C)o1)=NNC(c1ccccc1)=N2	-14	-2	-7	6	0.8	-2	-4	1	7	4
Cc1cc(C)c2nc(NCc3ccccc3O)sc2c1	20	-4	-3	9	2.8	-80	25	-10	-118	5
Cc1ccc(C(=O)Nc2nnc(C3CCCCC3)s2)o1	68*	5	-7	37	1.9	-77	-10	7	-40	35
Cc1nn(C)c(C)c1/C=C/C(=O)c1ccc(Cl)cc1Cl	3	4	-4	-1	0.6	16	0	11	-16	-2
COc1ccc(NC(=O)COc2ccc(/C=N/O)cc2OC)cc1	23	-2	-4	25	3.4	-48	-4	-1	-67	-6
CN1CCN(c2oc(COc3ccc(-c4ccccc4)cc3)nc2C#N)CC1	2	2	-4	9	-0.2	-12	-7	0	3	4
CCC(=O)Nc1ccc(C(=O)NNC(=O)C2CCCCC2)cc1	x	-3	x	x	x	-21	x	3	x	27
O=C(COc1ccc(Cl)cc1)Nc1ccc(Cl)cn1	45	-4	3	19	1.9	-51	-6	-6	-125	23
CCS(=O)(=O)c1ccc(O)c(NC(=O)/C=C/c2ccc(Cl)cc2)c1	0	-3	-4	4	-0.1	-25	-9	1	8	-83*
O=S1(=O)CC(N2CCOCC2)c2ccccc21 (centres undefined)	7	-2	4	1	-0.1	-4	-3	-3	-3	-4
CCc1cccc2c(=O)c(C(=O)NCCN3CCOCC3)c[nH]c12	6	-1	-3	-6	-0.5	-15	3	-5	-19	4
O=C(NCc1ccccn1)c1cc(Cl)ccc1OCc1ccccc1	-7	-1	1	-5	-15	-13	11	6	-1	11
Cc1nn(-c2ccc(F)cc2F)c(=O)c2noc(C)c12	4	-1	3	-13	-0.3	0	14	0	4	16
Cc1c(C)n(Cc2ccc(Cl)cc2)c2ccc(C(=O)NCCCN3CCOCC3)cc12	3	-1	10	-1	-0.7	-10	8	-1	-4	-11
CCOC(=O)c1[nH]c2ccccc2c1NC(=O)c1nonc1C	13	0	-3	-1	-0.5	0	-9	1	2	-3
O=C(Nc1cccnc1)C1=NN(C2CCS(=O)(=O)C2)C(=O)CC1 (centres undefined)	-3	1	-2	-8	0.1	-41	-2	-7	8	18
Cc1ccc(-n2c(SCC(=O)N/N=C/c3ccccc3C(=O)O)nnc2-c2ccc(Cl)cc2)cc1	-10	3	-3	2	0.0	-12	-6	-2	11	7
O=C(COC(=O)c1cc(=O)[nH]c2ccccc12)NC1CCCC1	-4	4	-2	0	0.9	-1	-6	-4	-2	14
COc1ccc(OCC(=O)N/N=C/c2ccc(O[C@@H]3O[C@H](CO)[C@@H](O)[C@H](O)[C@H]3O)cc2)cc1	29	-1	1	8	-0.5	45	-2	4	10	14
COc1ccc(Cl)cc1CSc1n[nH]c(C)n1	2	0	-6	-3	-0.2	-7	-4	4	20	9
Cc1sc2ccccc2[n+]1CC(=O)c1ccccc1	3	-4	-2	4	1.4	-18	5	2	-8	-2
Cc1ccccc1NC(=S)NC1CC2CCC(C1)N2Cc1ccco1 (centres undefined)	-5	3	-4	-4	-0.2	-2	6	5	3	3
CC(C)(C)OC(=O)N1CCC[C@H]1C(=O)Nc1ccc(S(=O)(=O)C(F)F)cc1	6	4	-4	-2	-3.8	6	0	1	4	40
Cc1ccccc1Cn1nnc(-c2ccc(C(=O)O)cc2)n1	-1	1	0	-4	-0.7	14	-3	-4	10	22
O=C(NC(=S)Nc1ccccc1)c1cncc(C#Cc2ccccc2)c1	4	5	-1	7	-0.2	-12	0	6	-9	17
CCCCNC(=O)CSc1nc(O)cc(=O)n1C1CCCC1	0	1	0	7	-0.4	6	15	-2	13	24

Whole records from above. Screens in order: HSF1 activator	HSP90 inh	Platelet DG rel	HSF1 inhib	HIF activator	KLF5 inh	SKKanGAS inh	IEC-6 tox	aSyn UTR inh	AI-2 QS modul
Listed for `CCS(=O)(=O)c1ccc(O)c(NC(=O)/C=C/c2ccc(Cl)cc2)c1` = 0	-3	-4	4	-0.1	-25	-9	1	8	-83*
Listed for `Cc1nn(-c2ccc(F)cc2F)c(=O)c2noc(C)c12` = 4	-1	3	-13	-0.3	0	14	0	4	16
Listed for `O=C(NCc1ccccn1)c1cc(Cl)ccc1OCc1ccccc1` = -7	-1	1	-5	-15	-13	11	6	-1	11
Listed for `Cc1sc2ccccc2[n+]1CC(=O)c1ccccc1` = 3	-4	-2	4	1.4	-18	5	2	-8	-2
Listed for `Cc1ccccc1NC(=S)NC1CC2CCC(C1)N2Cc1ccco1` (centres undefined) = -5	3	-4	-4	-0.2	-2	6	5	3	3

Next compounds follow.
canonical_smiles	HSF1 activator	HSP90 inh	Platelet DG rel	HSF1 inhib	HIF activator	KLF5 inh	SKKanGAS inh	IEC-6 tox	aSyn UTR inh	AI-2 QS modul
Cc1nc2ccccc2c2oc(C(=O)NCCCN3CCC(C)CC3)cc12	-15	0	-1	-11	0.5	-21	1	2	-54	13
Cc1c(C(=O)NCCS(=O)(=O)N2CCN(c3ccccc3F)CC2)cccc1[N+](=O)[O-]	14	-6	8	3	1.8	-22	2	3	-4	40
CC(C)c1ccc(C2C(C(=O)c3ccco3)=C(O)C(=O)N2CC2CCCO2)cc1 (centres undefined)	19	-1	-3	8	1.2	-24	2	4	-5	50
Cc1cccc(C)c1OCC(=O)N/N=C/c1ccc2c(c1)OCO2	-5	-1	5	-6	0.1	18	-5	3	-85	7

Random draw from the library; 6% or so of the library scored in one or more.
